Assay outcomes: PubChem BioAssay, The Scripps Research Institute Molecular Screening Center
OXTR potentiate: human OXTR potentiation. P30559. CHO-OTR cells, Fluo-8 calcium fluorescence, potentiator mode; 0% = oxytocin EC15, 100% = EC100. activation, % at 3 µM. hit rate 0.061% among 320,000. AID 2445;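 active = activation above that plate's cutoff, the mean activation of tested compounds plus 3 SD, cut at about 6.6% in these data, passing the limit was not always enough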;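 note: 100% uses oxytocin at 75 nM as the full agonist control; some results filed as inactive read as strong as hits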
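Material: human OTR in CHO cells. Compound: 3.0 µM, one dose. Timing: compound 6 min at room temperature before oxytocin, 100 s read. Evaluation: % activation of max/min ratio relative to oxytocin controls. Replication: single well per compound, singlicate. Signal: Fluo-8 calcium dye fluorescence.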
M1 ag parental: nonselective activator or artifact in parental CHO-K1 cells | hit rate 0.48% among 360,000 | Fluo-8 calcium fluorescence; scaled to maximal ATP response, vehicle zero | activation, % at 3 µM; in the data active = activation above about 15%;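 note: untransfected CHO-K1 host cells lacking M1 receptor as counterscreen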
CHO parental Ca: signal in parental CHO cells, OX1R antagonist counter-screen; parental CHO-K1, ATP-induced calcium, Fluo-8 fluorescence; inhibition, % at 5.6 µM; hit rate 0.63% among 330,000;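 active = inhibition above that plate's mean sample inhibition plus 3 SD, cut at about 26% in these data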;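 note: 0% = ATP-challenged DMSO wells and 100% = DMSO wells without ATP; some compounds past the cut are filed as inactive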
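Test system: parental CHO cells; detection: calcium-sensitive Fluo-8 fluorescence; evaluation: percent inhibition of calcium signal; also added: ATP as calcium-mobilizing challenge; repeats: one well per compound; control set: ATP-challenged DMSO wells low, unchallenged DMSO wells high; compound: single nominal dose of 5.6 µM per compound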
CHRM1 agonist: activates human CHRM1 receptor; hit rate 0.33% among 360,000; activation, % at 3 µM; CHO-K1 hM1, Fluo-8 calcium fluorescence, agonist mode; 0% DMSO, 100% acetylcholine EC100; P11229;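 active = activation above the run's mean compound activation plus 3 SD, cut at about 16% in these data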;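 note: peak over basal fluorescence ratio within a 140 s kinetic read after compound addition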
Target sequence (P11229 whole entry, looked up): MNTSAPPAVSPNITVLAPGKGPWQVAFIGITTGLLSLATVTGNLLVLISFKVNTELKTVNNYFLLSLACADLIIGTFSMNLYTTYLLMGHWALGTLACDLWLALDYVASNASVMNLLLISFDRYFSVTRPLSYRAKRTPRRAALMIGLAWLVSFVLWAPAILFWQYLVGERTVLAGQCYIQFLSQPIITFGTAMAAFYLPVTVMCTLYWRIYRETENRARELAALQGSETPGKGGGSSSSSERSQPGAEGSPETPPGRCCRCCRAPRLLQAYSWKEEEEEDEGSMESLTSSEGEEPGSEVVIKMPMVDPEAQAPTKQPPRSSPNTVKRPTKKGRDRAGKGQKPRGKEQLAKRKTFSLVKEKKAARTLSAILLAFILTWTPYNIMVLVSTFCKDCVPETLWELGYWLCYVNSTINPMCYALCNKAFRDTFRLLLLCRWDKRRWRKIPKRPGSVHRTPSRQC
TAAR1 ag: agonists of human TAAR1; CHO RD-HGA16 TAAR1, Fluo-8 calcium fluorescence; vehicle wells 0%, saturating PEA agonist 100%; Q96RJ0; activation, % at 3 µM; hit rate 0.99% among 360,000;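 active = activation above the mean activation of all test compounds in the run plus 3 SD, cut at about 38% in these data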
Target sequence (Q96RJ0 whole entry, looked up): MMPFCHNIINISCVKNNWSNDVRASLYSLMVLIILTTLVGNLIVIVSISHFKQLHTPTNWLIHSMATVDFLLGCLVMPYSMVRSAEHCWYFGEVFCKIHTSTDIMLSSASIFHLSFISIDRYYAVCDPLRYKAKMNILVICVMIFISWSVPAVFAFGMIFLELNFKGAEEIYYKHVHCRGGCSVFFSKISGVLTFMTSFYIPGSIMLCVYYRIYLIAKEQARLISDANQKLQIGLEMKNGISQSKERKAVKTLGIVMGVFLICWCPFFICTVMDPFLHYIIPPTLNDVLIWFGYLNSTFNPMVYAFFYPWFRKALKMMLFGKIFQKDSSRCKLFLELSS
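System: CHO RD-HGA16 cells carrying human TAAR1 plus Gα16; Incubation: 17-24 h seeding, 75 min 37 °C dye, 30 min RT; Measured by: Fluo-8 fluorescence, 5 s baseline then 140 s kinetic read; Control set: DMSO and PEA EC100; Replication: single well for each compound.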
TAAR1 antagonist: antagonists of human TAAR1; Q96RJ0; CHO RD-HGA16 TAAR1, Fluo-8 calcium fluorescence, antagonist; inhibition, % at 3 µM; hit rate 1.5% among 360,000; AID 624466;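 active = inhibition above a per-plate cutoff, the mean inhibition of test compounds on that plate plus 3 SD, cut at about 49% in these data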;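 note: 0% = DMSO plus EC80 beta-PEA response and 100% = DMSO alone without agonist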
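Test system – hTAAR1-expressing CHO RD-HGA16 cells, Gα16-coupled · Reagent – β-PEA at EC80 concentration, post-compound challenge · Compound dosing – 3 µM, single point · Timing – 140 s kinetic read after compound, 140 s after agonist · Detection – Fluo-8 intracellular calcium dye fluorescence, real-time kinetic reads · Control set – DMSO and EC80 PEA controls · Repeats – n of 1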
V1aR counter: activates human V1a receptor in oxytocin agonist counter-screen. hit rate 0.25% among 320,000. activation, % at 3 µM. CHO-V1R cells, Fluo-8 calcium fluorescence, agonist mode; 0% DMSO, 100% 3 nM vasopressin. AID 2797;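 active = activation above the mean activation of all tested compounds plus 3 SD, per screening run, cut at about 20% in these data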;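 note: signal is peak over basal fluorescence ratio across a 100 second FLIPR read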
CHO-K1 Ca PAM: nonselective activator or artifact in parental CHO-K1 calcium assay; ATP EC20, Fluo-8 calcium fluorescence; 0% at ATP EC20, 100% at ATP max; activation, % at 3 µM; hit rate 0.02% among 360,000;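 active = activation above the run cutoff, the mean activation of all test compounds plus 3 SD, cut at about 40% in these data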;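 note: peak over basal fluorescence ratio in a 140 s read after ATP addition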
CHO-K1 Ca antag: M1 antagonist counterscreen hit in parental CHO-K1 cells; inhibition, % at 3 µM; hit rate 0.6% among 360,000; ATP-induced calcium, Fluo-8 fluorescence;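 active = inhibition above a per-plate cutoff, the plate's mean sample inhibition plus 3 SD, cut at about 24% in these data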;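 note: 0% = DMSO plus EC80 ATP and 100% = DMSO alone without ATP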
Starred values were filed as active, the others as inactive; / = no result given.

SMILES	OXTR potentiate	M1 ag parental	CHO parental Ca	CHRM1 agonist	TAAR1 ag	TAAR1 antagonist	V1aR counter	CHO-K1 Ca PAM	CHO-K1 Ca antag
Cc1ccc(-c2c(C(=O)N(C)Cc3ccccc3)oc(=O)c3ccccc23)cc1	-9	0.8	-3	-10	2	29	3.6	13	-14
C=CCn1c(SCC(=O)NC2(C#N)CCCCC2)nnc1-c1ccncc1	-7	0.6	-13	-1	2	-26	6.8	9	1
O=C(CSCc1ccccc1)N1CCN(S(=O)(=O)c2ccc(F)cc2)CC1	-1	3.2	-14	-3	3	3	4.2	12	-8
CC(C)(C)C(=O)NC1(C(F)(F)F)C(=O)Nc2c1c(=O)[nH]c(=O)n2Cc1ccco1 (configuration not stated)	-9	0.2	-9	-1	5	-1	0.7	14	1
Clc1cccc(Nc2c3c(nc4ncnn24)CCC3)c1	0	2.0	-16	-4	1	-8	-0.1	21	-47
COc1ccc(OC)c(S(=O)(=O)N2CCCC(C(=O)N3CCOCC3)C2)c1 (configuration not stated)	-11	0.2	1	-4	2	-6	1.1	5	-5
COC(=O)c1nc(-c2ccccc2)n[nH]1	-1	1.4	-1	-5	12	-4	-0.2	2	0
CCc1nnc(SCc2cn3c(C)cc(C)nc3n2)n1N	-20	0.1	-5	-2	8	12	-0.5	10	-10
CCCS(=O)(=O)N1CCCC(C(=O)NCC2CCCO2)C1 (configuration not stated)	-3	0.9	0	-3	3	5	0.7	22	-15
Cc1nn(-c2ccccc2)nc1C(=O)OCC(=O)N1CCC(C)CC1	-3	0.6	-17	-4	-1	-3	-0.1	1	-5
Cc1ccc(C(=O)N/C(=C\c2cn(C)c3ccccc23)C(=O)N2CCOCC2)cc1	-7	1.3	-22	-2	0	-4	1.0	8	12
Cc1cccc(NS(=O)(=O)c2cccc(C(=O)N3CCCC(C(F)(F)F)C3)c2)c1 (configuration not stated)	-2	2.1	-23	-4	4	-15	-0.4	-7	-10
O=C(c1cc(-c2ccccc2Cl)nc2ccccc12)N1CCOCC1	-6	1.9	-11	-3	3	5	0.0	16	-11
CCN(C(=O)c1ccc(=O)n(C)n1)c1c(N)n(Cc2ccccc2)c(=O)[nH]c1=O	-2	1.6	-2	-2	1	1	0.2	18	-13
COc1ccc(N2CC(C(=O)N3CCN(c4ccccc4OC)CC3)CC2=O)cc1 (configuration not stated)	5	3.4	-4	-3	0	-18	1.4	23	-15
Cc1cc(C(=O)COC(=O)Cc2ccc(Br)cc2)c(C)n1C	-4	0.0	-8	-4	0	1	-0.6	4	3
CCOc1cc(NC(=O)c2ccccc2[N+](=O)[O-])c(OCC)cc1NC(=O)CC(C)C	-4	1.9	-12	0	6	1	0.1	-3	1
C=CCn1c(SCCN2C(=O)c3ccccc3C2=O)nc2scc(-c3ccc(F)cc3)c2c1=O	/	0.5	/	-2	2	-40	/	8	1
Cc1cc(C(=O)NCc2cccs2)c(C)o1	-1	0.2	-11	-3	4	-21	0.1	6	-8
Cc1ccc(S(=O)(=O)N2CCn3cccc3C2C)cc1 (configuration not stated)	-4	-0.2	-20	0	-3	-5	-0.2	4	-8
c1ccc(OCc2nnc(-c3ccccc3)o2)cc1	-21	2.1	-9	-2	-2	-6	-0.2	-5	-15
N/C(CC1CC1(Cl)Cl)=N\OC(=O)c1ccccc1 (configuration not stated)	-1	0.2	-11	-3	0	9	-0.1	-20	0
O=S(=O)(c1ccc(F)cc1)N1CCN(Cc2ccccn2)CC1	6	0.7	-12	-4	2	-16	0.3	0	-11
CC(Sc1nnc(-c2ccncc2)n1C)C(=O)Nc1nccs1 (configuration not stated)	-4	0.1	4	-4	2	-15	0.3	2	-14
O=C1CCCC(=O)C1=Cc1c[nH]c2ccccc12	-10	6.5	-8	1	13	-3	0.1	20	4
COC(=O)/C(C#N)=C/c1c(N2CCN(C)CC2)nc2ccccn2c1=O	-13	0.0	-14	-5	5	8	1.0	3	-10
O=c1cnn(-c2ccc(Cl)cc2Cl)c(-c2ccccc2)c1	-8	0.2	6	-3	19	13	0.6	15	-11
CCc1nc(NCc2ccccc2)c(C#N)c2c1CCCC2	1	0.5	-14	-9	1	12	0.0	6	-5
O=C(COc1ccc(S(=O)(=O)N2CCOCC2)cc1Cl)NCc1ccc2c(c1)OCO2	/	4.9	/	1	11	28	/	11	-11
COc1cc(C)ccc1OCCOc1ccccc1Cl	-13	-0.3	-11	-4	9	6	-1.0	4	-4
O=C(O)COCC(=O)NCc1csc2ccccc12	-4	-0.1	-11	1	51*	-40	0.1	5	0
COC(=O)CN(c1ccc(C(C)C)cc1)S(=O)(=O)c1c(C)[nH]c(=O)[nH]c1=O	0	-0.5	3	-1	1	4	0.0	-6	21
Cc1nc(NC(=O)COC(=O)CCc2ccccc2)c(Cl)cc1Cl	-3	-0.6	-22	2	1	5	-0.2	-8	-2
O=C(N/N=C\c1c(O)ccc2ccccc12)c1ccc(O)cc1	-10	1.8	-17	0	6	14	-0.2	15	-8
CCCn1c(=O)c(C(=O)NCCc2ccccc2)c(O)c2ccccc21	4	0.9	-16	-3	7	-9	1.6	24	-16
CC(=O)NC(=O)c1ccc(-c2ccc(Cl)cc2)o1	-12	-0.2	5	-4	-1	-14	-0.6	1	7
CN1CCc2c(sc(/N=C/c3ccco3)c2C(N)=O)C1	-5	0.5	11	-2	10	-6	1.6	10	-12
Cc1ncc(CCl)c2c1OC(C)(C)OC2	2	-0.1	-2	-2	0	12	1.4	0	-7
Cc1ccc(C(=O)OCC(=O)c2c[nH]c3ccccc23)cc1	-10	0.5	0	-4	3	5	0.2	12	-6
O=C(C[C@H]1C/C=C\C[C@H](NC(=O)OCC2c3ccccc3-c3ccccc32)C(=O)OC[C@H]2CCCN2C1=O)NCCO	-1	-0.1	-5	-10	13	-8	0.1	-11	-4
CCC1CCCCN1C(=O)Cn1c(=O)n(CCCC(=O)NCc2ccco2)c(=O)c2sccc21 (configuration not stated)	-6	0.7	-15	-6	1	-20	-0.1	-3	6
Cn1nc(C(F)(F)F)c(/C=N/OC(=O)c2ccc(Cl)cc2)c1Cl	-4	0.3	-13	-1	8	6	-0.8	14	-2
CCOC(=O)c1ccc(NS(=O)(=O)c2c(C)nc3sccn3c2=O)cc1	-10	3.2	1	-3	5	9	7.3	3	6
Cc1ccc(NC(=O)CSc2n[nH]c(-c3ccccn3)n2)cc1	2	0.8	-37	-10	0	-4	0.5	15	-24
Nc1[nH]c(=O)[nH]c(=O)c1N=Nc1cccc(Cl)c1	-7	-0.1	-12	0	0	0	0.7	6	4
O=C1NCC(Nc2ccccc2)C(=O)N1 (configuration not stated)	/	0.8	/	2	1	0	/	7	-7
CCOc1cc(C2C(C(=O)N3CCCCC3)=C(C)NC3=C2C(=O)CCC3)cc(Br)c1O (configuration not stated)	0	0.9	-10	-3	9	7	0.0	21	-16
Cc1ccc(-c2nc(C3CCN(S(=O)(=O)c4ccc(C(F)(F)F)cc4)CC3)no2)cc1	-19	0.2	20	-1	5	9	0.2	4	-11
COc1ccc(CNn2c(-c3cccc(C)c3)nc3ccccc3c2=O)cc1OC	-11	5.7	-9	3	17	59*	0.7	6	10
O=C(N/N=C/c1ccccn1)c1cc(C2CC2)nc2ccccc12	-3	1.6	-11	-1	/	/	0.9	5	-5
COc1ccc(CN(Cc2ccc(C(=O)O)cc2)C(=S)Nc2ccc(C)cc2)cc1OC	-7	0.9	6	-2	-2	3	0.4	23	-11
CC(CC(=O)NCc1ccccc1)C1CCCO1 (configuration not stated)	-6	0.1	1	-3	7	1	-0.3	1	-14
Cc1ccccc1NC(=O)COC(=O)CCc1ccccc1	2	0.2	-4	-8	5	-22	-0.1	4	-12
Cc1ccc(S(=O)(=O)NCCC(=O)N2CCOCC2)cc1C	0	0.4	11	-2	1	-18	-1.1	-14	10
COc1ccc(OC)c(NC(=O)COC(=O)CCc2ccc(S(=O)(=O)N3CCOCC3)cc2)c1	-3	0.8	-12	-2	2	15	2.6	14	-6
Cc1cc(C(=O)CN2C(=O)c3cccc(N)c3C2=O)c(C)n1Cc1cccs1	-7	0.0	4	-3	17	-6	3.1	0	-1
Cc1ccccc1S(=O)(=O)N1[C@@H](c2cccc(Cl)c2)C(C(=O)O)=CC[C@H]1c1ccc(Cl)cc1	-21	-0.3	-5	-9	3	50*	1.0	9	-10

Eleven successive compounds from above, quoted:
SMILES	OXTR potentiate	M1 ag parental	CHO parental Ca	CHRM1 agonist	TAAR1 ag	TAAR1 antagonist	V1aR counter	CHO-K1 Ca PAM	CHO-K1 Ca antag
CCOc1cc(C2C(C(=O)N3CCCCC3)=C(C)NC3=C2C(=O)CCC3)cc(Br)c1O (configuration not stated)	0	0.9	-10	-3	9	7	0.0	21	-16
Cc1ccc(-c2nc(C3CCN(S(=O)(=O)c4ccc(C(F)(F)F)cc4)CC3)no2)cc1	-19	0.2	20	-1	5	9	0.2	4	-11
COc1ccc(CNn2c(-c3cccc(C)c3)nc3ccccc3c2=O)cc1OC	-11	5.7	-9	3	17	59*	0.7	6	10
O=C(N/N=C/c1ccccn1)c1cc(C2CC2)nc2ccccc12	-3	1.6	-11	-1	/	/	0.9	5	-5
COc1ccc(CN(Cc2ccc(C(=O)O)cc2)C(=S)Nc2ccc(C)cc2)cc1OC	-7	0.9	6	-2	-2	3	0.4	23	-11
CC(CC(=O)NCc1ccccc1)C1CCCO1 (configuration not stated)	-6	0.1	1	-3	7	1	-0.3	1	-14
Cc1ccccc1NC(=O)COC(=O)CCc1ccccc1	2	0.2	-4	-8	5	-22	-0.1	4	-12
Cc1ccc(S(=O)(=O)NCCC(=O)N2CCOCC2)cc1C	0	0.4	11	-2	1	-18	-1.1	-14	10
COc1ccc(OC)c(NC(=O)COC(=O)CCc2ccc(S(=O)(=O)N3CCOCC3)cc2)c1	-3	0.8	-12	-2	2	15	2.6	14	-6
Cc1cc(C(=O)CN2C(=O)c3cccc(N)c3C2=O)c(C)n1Cc1cccs1	-7	0.0	4	-3	17	-6	3.1	0	-1
Cc1ccccc1S(=O)(=O)N1[C@@H](c2cccc(Cl)c2)C(C(=O)O)=CC[C@H]1c1ccc(Cl)cc1	-21	-0.3	-5	-9	3	50*	1.0	9	-10
